# Compound activity from PubChem.
# T cell HTS: T cell immune modulators affecting CD8 T cell-vesicle binding | 2C CD8+ T cell-vesicle binding, flow cytometry; stronger effect = lower value | calls only at 7 µM | 330,000 tested, 0.068% active;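 active means response, share of CD8 T cells binding vesicles, and their 90th percentile fluorescence all below set limits, cut at about 80% in these data, passing the limit was not always enough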
#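 material = purified 2C TCR transgenic mouse naive CD8+ T cells | controls = Unloaded micro-vesicles (low), QL9 vesicles with 0.7% DMSO (high) | detection = cytometric PE anti-B7-1 and Alexa647 anti-CD8 signals after 1% paraformaldehyde fixation | incubation = binding step 1.5 h, 37 °C, antibody labelling 20 min, ice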
# RSV antiviral HEp-2: inhibition of RSV-induced cytopathic effect – HEp-2 cells, primary 10 µM value included (AID 2391). HEp-2 cells, RSV-induced CPE inhibition; higher % means a stronger effect. 310,000 tested, 0.13% active. CPE inhibition, % at 10 µM; hits with a dose series show IC50 in µM; in the data active means a potency from the dose series; inconclusive means CPE inhibition mostly from about 23% at the one dose, without a potency; inactive means the rest, 99 in 100 with CPE inhibition below about 21%; further: strong numbers were not always called active
# SV40 large T antigen: TAg ATPase/helicase activity blockers – biochemical (AID 1903). 310,000 tested, 0.39% active. SV40 large T antigen ATPase/helicase inhibition assay; higher % means a stronger effect. inhibition, % at 20 µM, or IC50 in µM where a hit was titrated; in the data active means a potency from the dose series; inconclusive means inhibition mostly from about 32% at the one dose, without a potency; inactive means the rest, 99 in 100 with inhibition below about 32%; further: strong numbers were not always called active
# WT yeast gro inh: growth inhibition of WT yeast, mitochondrial fusion screen; inhibition, % at 10 µM; AID 1362; 190,000 tested, 2.1% active; mitochondrial fusion phenotypic screen, WT strain; in the data active means inhibition above about 58%; tested in S. cerevisiae
# PhoP inhibition: PhoP-dependent GFP reporter repression – Salmonella Typhimurium, primary screen (AID 1863); S. Typhimurium PhoP-regulated promoter GFP reporter, 4 h; higher % means a stronger effect; inhibition, % at 50 µM; hits with a dose series show IC50 in µM; 300,000 tested, 0.16% active;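 active means inhibition over 29.93%, a cutoff 3 SD above the screen mean, later confirmed by dose response; inconclusive means inhibition over 29.93% but no dose response follow-up; inactive means inhibition at most 29.93% or unconfirmed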;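 further: 0% = low Mg2+ inducing control and 100% = high Mg2+ repressing control; strong numbers were not always called active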
# b-catenin transl: modulators of beta-catenin nuclear translocation | 190,000 tested, 0.3% active | HeLa beta-catenin nuclear translocation, immunofluorescence imaging | nuclear translocation activity, % at 5 µM;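 active means nuclear translocation activity above 50% at 5 µM, with a well cell count of 50 or more; inconclusive means wells under 50 cells across six images, flagged as toxic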;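 further: per-cell ratio of nuclear to cytoplasmic median beta-catenin stain intensity; plate controls were DMSO negative control for no effect and GSK-3 inhibitor IX positive control for full effect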
#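 System: HeLa cells, endogenous beta-catenin; compound dosing: 5 µM primary single dose, 0.1% DMSO, 0.02–20 µM confirmation series; incubation: 24 h compound exposure at 37°C, 5% CO2; signal: beta-catenin immunofluorescence imaging with DAPI; evaluation: % activation, nuclear-to-cytoplasmic median beta-catenin signal ratio per cell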
# MgcRacGAP inhibition: MgcRacGAP GTPase-activating activity inhibitors, confirmation, biochemical, ADP Hunter fluorescence; AID 624330; one-dose inhibition, % at 30 µM; IC50 in µM for titrated hits; MgcRacGAP-stimulated Rac1 GTP hydrolysis, ADP Hunter fluorescence; higher % means a stronger effect; GST-tagged Rac1 F28L mutant substrate; 340,000 tested, 0.6% active;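 active means first-screen hits whose inhibition reached a set limit at any dose in the follow-up dose series; inconclusive means inhibition above the set first-screen limit but never retested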;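 further: fluorescence reports GDP produced by GAP-driven GTP hydrolysis; strong numbers were not always called active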
# West Nile virus CPE: West Nile virus antiviral activity, cell-based, CPE readout (AID 1621). West Nile virus-infected cells, CPE inhibition; higher % means a stronger effect. CPE inhibition, % at 10 µM, or IC50 in µM where a hit was titrated. 290,000 tested, 0.02% active; in the data active means a potency from the dose series; inconclusive means CPE inhibition mostly from about 3.7% at the one dose, without a potency; inactive means the rest, 99 in 100 with CPE inhibition below about 2.2%; further: strong numbers were not always called active
# Myeloid diff 2: promotes myeloid progenitor differentiation; ER-HoxA9 myeloid progenitors, lysozyme-GFP differentiation, flow cytometry; calls only at 10 µM; 360,000 tested, 1% active;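 active means normalized GFP-positive differentiation at or above the plate's own cutoff, the solvent-only control mean plus 3 SD; inconclusive means no clear call, values can overlap the other calls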;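 further: cells exposed to compound for four days before flow analysis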
# WT yeast gro inh mutant strain: second read-out of WT yeast gro inh, no call of its own (marks repeat the call); inhibition, %; mitochondrial fusion phenotypic screen, mutant strain inhibition
# b-catenin transl cell count 5 µM: also measured in b-catenin transl; calls as there; cell count; measured here: cell count, cytotoxicity flag
# T cell HTS vesicle-bound %: recorded beside T cell HTS, whose call it bears; double positive events, %; measured here: CD8+ vesicle-bound cell fraction;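 binding gate set so that unloaded-vesicle control wells show 10% double positive cells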
# Myeloid diff 2 GFP+ MAC1+ %: also measured in Myeloid diff 2; calls as there; GFP+ MAC1+ double positive, %; measured here: differentiation confirmed by MAC1 staining
# Numbers without * were called inactive; i = inactive; ? = inconclusive; / = no result given.
SMILES,T cell HTS,T cell HTS vesicle-bound %,RSV antiviral HEp-2,SV40 large T antigen,WT yeast gro inh,WT yeast gro inh mutant strain,PhoP inhibition,b-catenin transl,b-catenin transl cell count 5 µM,MgcRacGAP inhibition,West Nile virus CPE,Myeloid diff 2,Myeloid diff 2 GFP+ MAC1+ %
CCN(CC)S(=O)(=O)c1ccc(OCC(=O)NCc2ccco2)cc1,i,35,0.2%,23%,/,/,-3%,0.1,1324,3%,0.1%,i,1.0
Cc1nnsc1C(=O)N1CCC(C(=O)c2ccccc2)CC1,i,56,/,14%,/,/,3%,1.9,1010,-13%,-0.2%,i,0.7
Cc1nc2ccc(NC(=O)Cc3ccc(Br)cc3)cc2s1,i,55,-0.3%,8%,/,/,-6%,-0.1,1318,8%,-0.3%,i,0.3
O=C(CC1C(=O)NCCN1CC(c1ccccc1)c1ccccc1)NCC1CCOCC1 (centres undefined),i,14,1.9%,12%,/,/,-5%,/,/,3%,-0.1%,i,1.4
CCN(CC)CC(=O)NC12CC3CC(CC(C3)C1)C2,i,32,0.4%,13%,-12,-8,9%,/,/,9%,-0.1%,i,0.9
CCOC(=O)C1CCN(c2ncnc3c2oc2ccccc23)CC1,i,34,1.8%,-7%,-6,-3,6%,-4.5,991,11%,0.5%,i,0.3
CC1Cc2ccccc2N1CC(=O)NCc1ccc2c(c1)OCO2 (centres undefined),i,20,0.8%,3%,-10,-14,-1%,-0.7,1069,8%,-0.2%,i,0.5
O=C(Cc1ccc(Cl)cc1)Nc1ccc(CN2CCCCC2)cc1,i,5,-1.2%,6%,/,/,3%,1.9,1306,9%,-0.4%,i,0.6
O=C(C1CCCN(S(=O)(=O)c2cccc3nsnc23)C1)N1CCCCCC1 (centres undefined),i,22,-0.7%,6%,-3,-2,-6%,0.0,1082,7%,-0.8%,i,1.1
Cc1ccccc1S(=O)(=O)Nc1ncc(C(F)(F)F)cc1Cl,i,51,6.1%,5%,-4,6,8%,-0.6,1119,-2%,0.2%,i,0.1
COc1ccc(C2Nc3ccccc3C(=O)N2c2ccccc2)cc1CN1CCOCC1 (centres undefined),i,22,1.6%,-11%,7,12,3%,0.1,1579,-1%,-0.1%,i,0.2
COc1ccc(N2CC(C(=O)Nc3nnc(SCC(=O)NCC4CCCO4)s3)CC2=O)cc1 (centres undefined),i,49,-0.3%,34%,/,/,6%,/,/,10%,-0.2%,i,0.5
Cn1nc(-c2ccc(N3CCOCC3)c(NS(=O)(=O)c3ccccc3)c2)c2ccccc2c1=O,/,/,-1.1%,8%,-2,-3,6%,/,/,1%,1.6%,i,2.2
CCC(NS(=O)(=O)c1ccc(C)cc1)C(=O)N1CCOCCOCCOCC1 (centres undefined),i,20,0.1%,-1%,/,/,1%,/,/,-2%,0.1%,i,0.8
CC1Cc2cc(S(=O)(=O)N3CCC(C(N)=O)CC3)ccc2N1C(=O)C1CC1 (centres undefined),i,9,-0.8%,-2%,/,/,16%,/,/,8%,0.2%,i,2.2
Cc1ccccc1NS(=O)(=O)c1ccc(C(=O)NCC2CCCO2)cc1 (centres undefined),i,19,3.6%,11%,/,/,-7%,/,/,3%,/,i,1.0
COc1ccc(S(=O)(=O)Nc2cccc(Cl)c2)cc1OC,i,30,3.3%,7%,12,-1,1%,2.2,1384,0%,-1.1%,i,0.8
Cc1ccc(SC2=C(C(=O)O)CCCC2)cc1,i,38,1.2%,5%,/,/,-9%,/,/,6%,0.5%,i,0.7
COc1ccc(NS(=O)(=O)c2ccc(N3CCOCC3)c(NC(=O)c3ccccc3Br)c2)cc1,i,20,1.2%,22%,/,/,-15%,-0.2,1217,10%,-0.1%,i,0.6
Cc1ccc(NC(=O)CC2C(=O)N(Cc3ccccc3)C(=S)N2NC(=O)c2ccccc2)c(C)c1 (centres undefined),i,40,52%,2%,36,-3,4%,/,/,0%,-1.2%,i,0.9
Cc1ccc(C)c(NC(=O)C2CCCN(S(=O)(=O)c3c(C)nn(C)c3C)C2)c1 (centres undefined),i,11,-0.8%,19%,/,/,1%,/,/,-2%,0.4%,i,4.5
Cc1cc(=O)n2[nH]c(SCc3ccc(Cl)cc3)nc2n1,i,29,3.2%,7%,/,/,-3%,-0.2,1100,10%,-0.2%,i,0.7
Cc1ccc(-n2nnnc2SCc2nnc(-c3ccccc3Br)o2)cc1,i,24,1.2%,24%,22,27,4%,-1.1,993,3%,-0.4%,i,0.9
Cc1ccc(C)n1-c1ccc(C(=O)N2CCC(C(N)=O)CC2)cc1,/,/,/,5%,9,-10,-7%,1.4,1053,-12%,-1.2%,i,0.5
NC(=O)C1(N2CCCCC2)CCN(C(=S)Nc2ccc(F)cc2)CC1,i,42,13%,24%,-16,-2,-11%,-1.8,606,-1%,-0.5%,i,1.4

# Grouped by structure: the entries above containing an aryl thioether with sulfur outside any ring (4)
SMILES,T cell HTS,T cell HTS vesicle-bound %,RSV antiviral HEp-2,SV40 large T antigen,WT yeast gro inh,WT yeast gro inh mutant strain,PhoP inhibition,b-catenin transl,b-catenin transl cell count 5 µM,MgcRacGAP inhibition,West Nile virus CPE,Myeloid diff 2,Myeloid diff 2 GFP+ MAC1+ %
COc1ccc(N2CC(C(=O)Nc3nnc(SCC(=O)NCC4CCCO4)s3)CC2=O)cc1 (centres undefined),i,49,-0.3%,34%,/,/,6%,/,/,10%,-0.2%,i,0.5
Cc1ccc(SC2=C(C(=O)O)CCCC2)cc1,i,38,1.2%,5%,/,/,-9%,/,/,6%,0.5%,i,0.7
Cc1cc(=O)n2[nH]c(SCc3ccc(Cl)cc3)nc2n1,i,29,3.2%,7%,/,/,-3%,-0.2,1100,10%,-0.2%,i,0.7
Cc1ccc(-n2nnnc2SCc2nnc(-c3ccccc3Br)o2)cc1,i,24,1.2%,24%,22,27,4%,-1.1,993,3%,-0.4%,i,0.9

# Remaining list, next part.
SMILES,T cell HTS,T cell HTS vesicle-bound %,RSV antiviral HEp-2,SV40 large T antigen,WT yeast gro inh,WT yeast gro inh mutant strain,PhoP inhibition,b-catenin transl,b-catenin transl cell count 5 µM,MgcRacGAP inhibition,West Nile virus CPE,Myeloid diff 2,Myeloid diff 2 GFP+ MAC1+ %
NC(=O)Cc1c[nH]c2cccc(O)c12,i,59,2.2%,30%,-25,3,1%,-1.2,813,15%,0.1%,i,1.0
CC1(C)CC(=O)C2=C(C1)N=c1s/c(=C/c3ccc(F)c(F)c3)c(=O)n1C2c1ccc(F)cc1 (centres undefined),i,43,13%,-1%,76*,33*,4%,1.8,1106,2%,-0.1%,i,1.9
Cc1nc(N2CCN(Cc3ccc(Cl)cc3)CC2)c2oc3ccccc3c2n1,i,6,6.7%,2%,/,/,-10%,1.0,1326,5%,-0.3%,i,0.4
N=C1S/C(=C\c2ccco2)C(=O)N1c1ccc2c(c1)OCO2,i,48,1.8%,24%,22,7,-9%,-0.4,1524,15%,0.1%,i,0.4
CC(C)(CCC(=S)N1CCOCC1)C1CCCCC1,i,36,1.2%,20%,/,/,1%,/,/,13%,-2.0%,i,0.2
Cc1ccccc1C(=O)NC(CC(C)C)C(=O)Nc1cccc(S(=O)(=O)N(C)C)c1 (centres undefined),i,51,1.0%,10%,-9,-40,-7%,-1.8,1050,4%,0.4%,i,0.8
COc1ccccc1N(C)C(=O)c1cc(S(=O)(=O)N2CCCC2)cn1C,i,24,2.7%,5%,/,/,/,/,/,5%,0.4%,i,1.4
CC(C)CNC(=O)c1ccc(NC(=O)c2ccccc2[N+](=O)[O-])cc1,i,50,3.3%,17%,-5,24,-3%,/,/,2%,0.6%,i,0.9
OC(CNCc1ccccc1)c1ccccc1 (centres undefined),i,36,/,8%,/,/,-6%,-3.4,1173,11%,-0.7%,i,0.6
CSCc1cc(N(C)C)nc(SCc2ccc(Cl)c(Cl)c2)n1,i,40,-1.3%,13%,53,58,-7%,5.9,1351,10%,1.1%,i,4.7
CC(=O)c1cc(C#N)c(SCc2ccccn2)nc1C,i,28,2.8%,8%,/,/,-5%,1.8,1302,/,0.0%,i,0.2
COC(=O)CCCC1=CC2=CC(=O)C(C)(OC(=O)c3ccc(Cl)nc3)C(=O)C2=CO1 (centres undefined),i,48,1.2%,24%,/,/,/,/,/,/,0.4%,/,/
Cn1c2ccccc2c(=O)n2c(=O)c3ccccc3cc12,i,17,0.0%,9%,2,-12,-36%,4.4,1382,/,-0.2%,/,/
CCOc1ccc(OCC(=O)Nc2nccs2)cc1,i,43,0.4%,2%,56,56,5%,-0.6,1397,-5%,-0.6%,i,0.2
O=C(Nc1ccncc1)Nc1cccc(C(F)(F)F)c1,i,5,53%,13%,/,/,1%,/,/,3%,-1.2%,?,/
COc1cccc(C(=O)N2CCCC(c3nc(-c4cccs4)no3)C2)c1 (centres undefined),i,7,0.0%,13%,3,4,-1%,-1.9,1022,-7%,-0.1%,i,8.3
Cc1cccc(N(CC(=O)NC(C)(C)C)C(=O)CNC(=O)c2cccs2)c1,i,46,0.9%,/,16,10,/,0.8,1472,6%,-0.7%,i,0.2
CCN(CC(=O)Nc1ccc2c(c1)OCCO2)C(=O)c1ccc([N+](=O)[O-])s1,i,14,3.0%,/,/,/,/,/,/,4%,/,i,0.6
CCCCNC(=S)N(C)/N=C/c1c(F)c(F)c(F)c(F)c1F,i,42,3.9%,-7%,60*,4.9*,6%,/,/,2%,-1.4%,i,0.4
CN(Cc1cn[nH]c1-c1ccc2c(c1)OCO2)C1CCOCC1,i,51,-0.4%,11%,1,5,0%,0.8,1572,0%,0.2%,i,0.2
COc1cc2c(cc1NC(=O)C(C)OC(=O)/C=C/c1ccc(OC(F)F)cc1)oc1ccccc12 (centres undefined),i,50,5.2%,7%,-6,-3,-5%,/,/,2%,1.1%,?,/
